GRIN3A LBD mod: modulators (binders) of human NR3A ligand-binding domain. NR3A LBD differential scanning fluorimetry, Tm shift; 0% = protein alone, 100% = glycine-bound protein. Tm shift relative to glycine control, % at 25 µM. hit rate 2.5% among 340,000;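 active = melting temperature shift of at least 10% of the positive control shift, at one fixed dose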
SENP6 inh: SENP6 protease inhibition. Recombinant SENP6 catalytic domain, aminoluciferin luminescence. inhibition, % at 10 µM. hit rate 1.8% among 330,000;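 active = inhibition above about 50% at the single tested dose, limit read from the data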;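 also: plate controls were DMSO wells with enzyme for no effect and DMSO wells lacking enzyme for full effect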
Target sequence (Q9GZR1 628-1112 limits assumed): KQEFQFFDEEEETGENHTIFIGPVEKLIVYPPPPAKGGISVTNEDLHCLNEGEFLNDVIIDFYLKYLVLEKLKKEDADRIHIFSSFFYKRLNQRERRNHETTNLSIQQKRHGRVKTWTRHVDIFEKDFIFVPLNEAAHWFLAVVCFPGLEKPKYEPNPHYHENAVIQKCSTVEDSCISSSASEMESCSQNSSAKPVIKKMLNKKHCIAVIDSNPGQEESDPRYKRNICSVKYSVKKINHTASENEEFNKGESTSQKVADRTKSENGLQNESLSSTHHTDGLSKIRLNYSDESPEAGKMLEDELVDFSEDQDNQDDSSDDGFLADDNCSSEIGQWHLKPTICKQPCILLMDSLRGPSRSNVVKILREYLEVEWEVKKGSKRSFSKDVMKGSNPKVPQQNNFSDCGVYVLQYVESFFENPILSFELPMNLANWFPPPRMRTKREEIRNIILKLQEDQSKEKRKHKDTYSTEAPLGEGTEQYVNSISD
SENP8 block: SENP8 (human) protease inhibition; recombinant SENP8, Nedd8 substrate fluorescence; inhibition, % at 20 µM; hit rate 0.64% among 360,000; in the data active = inhibition mostly above about 40%, no sharp cut-off; inactive = mostly below about 27%
PfG6PD inh: PfG6PD (Plasmodium falciparum) enzyme inhibition. inhibition, % at 20 µM. PfGluPho enzyme, NADPH resazurin-diaphorase fluorescence. hit rate 0.78% among 350,000. AID 504690;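 active = inhibition reaching at least a set limit at 20 µM in the primary screen, cut at about 59% in these data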;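 also: 0% = DMSO wells with substrate and 100% = DMSO wells lacking glucose-6-phosphate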
ATG4B inh: ATG4B (human) cysteine protease inhibition. ATG4B cleavage of LC3-PLA2, NBD-HPC fluorescence, 1 h. inhibition, % at 8.33 µM. hit rate 0.51% among 340,000. AID 504462; in the data active = inhibition above about 40%
MPTP inh: blocks calcium-induced mitochondrial swelling; isolated mouse mitochondria, Ca2+ swelling absorbance, 30 min; inhibition, % at 10 µM; hit rate 1.4% among 360,000; AID 602449;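 active = inhibition of 50% or more, scaled per plate between neutral and stimulator controls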;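 also: 0% = DMSO wells given calcium and 100% = 1 mM EGTA wells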
HKDC1 inh: blocks human hexokinase HKDC1 activity; Q2TB90; recombinant HKDC1, G6PDH/diaphorase resazurin coupled fluorescence; inhibition, % at 20 µM; hit rate 0.16% among 340,000;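 active = inhibition above about 35% when tested at 20 µM, limit read from the data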;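 also: plate controls were DMSO wells with enzyme for no effect and DMSO wells lacking enzyme for full effect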
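Test system: HK5 enzyme. Quantity: 5 µg/mL HK5 final. Reagent: glucose and ATP substrates. Schedule: 90 min reaction incubation at room temperature, dark. Technique: resazurin-to-resorufin fluorescence via G6PDH and diaphorase coupling, 525/613 nm. Control set: DMSO wells with and without enzyme mix.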
SENP7 inh: SENP7 protease inhibition; inhibition, % at 5 µM; recombinant SENP7, Z-RLRGG-aminoluciferin luminescence, 40 min; AID 434973; hit rate 1.5% among 330,000;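 active = inhibition above about 50% at the single test dose, limit read from the data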;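 also: plate controls were DMSO with enzyme for no effect and no enzyme buffer wells for full effect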
Target sequence (Q9BQF6 706-1050 limits assumed): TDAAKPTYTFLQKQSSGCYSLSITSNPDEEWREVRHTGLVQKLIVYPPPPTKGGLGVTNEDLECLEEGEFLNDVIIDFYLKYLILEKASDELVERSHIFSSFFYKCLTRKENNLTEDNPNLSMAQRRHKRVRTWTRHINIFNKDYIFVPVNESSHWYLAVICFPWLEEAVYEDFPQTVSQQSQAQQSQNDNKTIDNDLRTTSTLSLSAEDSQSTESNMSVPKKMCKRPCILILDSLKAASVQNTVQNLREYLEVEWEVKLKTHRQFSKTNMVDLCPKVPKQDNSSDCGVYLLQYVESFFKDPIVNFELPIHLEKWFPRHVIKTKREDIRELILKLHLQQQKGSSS
* hit, by the source's call; x = no result given. Not a hit list; 6.9% or so of the library scored in one or more.

SMILES	GRIN3A LBD mod	SENP6 inh	SENP8 block	PfG6PD inh	ATG4B inh	MPTP inh	HKDC1 inh	SENP7 inh
CCOC(=O)c1ccc(N2C(=O)C(CC(=O)NC)N(CCc3ccc(OC)c(OC)c3)C2=S)cc1 (configuration not stated)	1	-11	12	12	-10	-2.3	11	21
O=C(CSc1n[nH]c(-c2ccco2)n1)Nc1ccc(Br)cc1	14*	-6	0	-8	0	-0.7	13	2
CCOC(=O)c1[nH]cnc1C(=O)Nc1ccc(F)cc1	0	-17	-114	-15	-3	0.1	2	-15
COc1ccccc1NC(=O)c1ccc2c(c1)N(CC(=O)NC(C)C)C(=O)C(C)(C)O2	-2	-6	8	-8	-1	0.9	-6	-7
N#CCSc1nc(-c2ccccc2)c2cc(Cl)ccc2n1	18*	-7	-456	-2	-5	1.3	-1	0
COc1ccc(Cc2nc3ccc(C(=O)N(C)CCn4ccnc4)cc3o2)cc1OC	-1	-2	1	-8	7	-0.5	-2	5
CCC(OC(=O)c1cccs1)C(=O)NCc1ccc2c(c1)OCO2 (configuration not stated)	1	18	1	-7	-6	-0.2	0	5
O=C(COc1cc(F)ccc1[N+](=O)[O-])Nc1cccc(S(=O)(=O)NC2=NCCC2)c1	1	-8	9	5	-5	-3.7	-4	-11
C/C(=N\O)C(C)/[N+]([O-])=C/c1nc(C)c(C)n1O (configuration not stated)	0	-12	1	-2	-13	5.4	-1	-8
COc1ccc(-n2nnnc2SCC(=O)NNC(=O)c2ccc([N+](=O)[O-])cc2)cc1	1	8	19	-16	28	-0.3	-5	6
CC(CCc1ccccc1)NC(=O)c1ccc(F)cc1 (configuration not stated)	0	1	-5	-8	22	1.1	-5	-1
O=C(Nc1c2c(nn1-c1ccc(F)cc1)CS(=O)(=O)C2)C1CCCC1	1	-11	7	-1	3	0.3	-5	11
COC(=O)CSC1=C(C#N)C(c2ccc(C)o2)CC(=O)N1 (configuration not stated)	-1	-10	8	7	-4	-0.2	-2	12
O=C(Nc1nc2ccc(S(=O)(=O)N3CCCC3)cc2s1)C1CCCCC1	-2	-13	4	28	0	-0.1	1	-2
O=C(CCCOc1ccc(Cl)cc1Cl)Nc1ccc(O)cc1C(=O)O	-2	31	-248	-19	3	0.4	11	6
CCCCCCC(=O)N(O)C1CC(=O)N(c2ccc(Cl)cc2)C1=O (configuration not stated)	2	-15	13	14	-3	5.6	-3	-8
Cc1ccc(CN(c2ccc(C(=O)N3CCCC3)cc2)S(C)(=O)=O)cc1	0	3	12	3	-1	-1.3	-7	-1
Cc1ccccc1Cn1nc(C)c(NC(=O)c2noc3c2CCc2ccccc2-3)c1C	-2	10	13	13	20	-1.3	4	0
O=C(N/N=C/c1cc2c(cc1Br)OCO2)c1cccnc1	1	-5	-115	4	-2	-3.4	-6	-8
CCOC(=O)Cc1csc(NC(=O)NC2(C(F)(F)F)Oc3ccccc3O2)n1	-4	9	18	35	-1	44	0	8
O=C(NCc1ccccc1Cl)c1cccc(NC2=NC3CS(=O)(=O)CC3S2)c1 (configuration not stated)	3	-4	7	-8	-7	-0.1	3	3
CCCOc1cccc(C(=O)N(Cc2cccs2)C2CCS(=O)(=O)C2)c1 (configuration not stated)	-3	1	13	-2	-13	-0.1	-4	4
CN1CCN(c2ccc(S(=O)(=O)N3CCCCC3)cn2)CC1	1	-16	22	3	-6	3.6	-7	-4
CC1=NNC(=O)C1CC(=O)N/N=C(\C)c1cccs1 (configuration not stated)	-3	-5	-11	2	0	-1.0	-6	-6
COc1ccc(N2CCN(C(=O)CN(C3CCCCC3)S(C)(=O)=O)CC2)cc1	1	6	16	-7	-3	4.4	-2	2
O=C(O)CSc1nc(SCc2ccccc2Cl)nc2c1CCCC2	2	-23	12	-36	0	0.8	7	0
CCC1=Nc2cc(C(=O)NCc3cccnc3)ccc2Sc2ccc(C)cc21	0	-24	19	0	-1	2.9	-1	-7
O=C(CNC(=O)c1cccc(N2C(=O)c3ccccc3C2=O)c1)Nc1ccc(F)c(F)c1	0	6	4	3	-8	-0.4	4	-5
Oc1ccccc1OCc1nc2ccccc2s1	0	82*	10	28	-3	2.5	-7	81*
CCOC(=O)CNC(=O)CSc1nc(N)cc(N)n1	0	8	14	0	-7	-1.1	-1	-13
O=C1c2ccccc2S(=O)(=O)c2cc(N3CCN(c4ccccc4)CC3)ccc21	0	-6	x	9	-6	x	-6	4
O=C(CN1C(=O)CCOc2ccccc21)Nc1ccc(Cl)c(S(=O)(=O)N2CCOCC2)c1	1	10	6	6	-1	-0.8	-1	3
O=C(Nc1ccc(-c2nc3cc(Cl)ccc3c(=O)o2)cc1)c1ccco1	11*	1	-172	-2	4	-0.2	2	3
CC1(C)Cc2nc3sc(C(=O)NCCCO)c(N)c3cc2CO1	0	-11	-114	11	2	-1.3	-1	11
Cc1ccn2c(=O)c(C(=O)NCCC3=CCCCC3)c(O)nc2c1	-1	13	-355	-12	-1	-1.1	1	10
Cc1ccc([C@H]2C(C(=O)O)=CC[C@@H](c3cccc(C)c3)N2S(=O)(=O)c2ccc(C)cc2)cc1	1	-9	6	-13	2	2.7	0	4
CC1Cc2nc(SCC(=O)Nc3ccc(F)cc3)n(C)c(=O)c2S1 (configuration not stated)	2	-6	32	9	-3	-1.8	-6	-1
COc1ccc(Cn2c(C3CC3)nc3ccc(NC(C)=O)cc3c2=O)cc1	-1	73*	-15	-3	-11	1.0	5	67*
Cc1c(N2C(=O)/C(=C\C3CC=CCC3)SC2=S)c(=O)n(-c2ccccc2)n1C (configuration not stated)	0	-8	14	15	-2	-1.8	6	-3
O=C(NCc1ccco1)c1ccc2c(c1)C(=O)N(Cc1ccccc1)C2=O	2	-2	10	-19	-8	-0.1	0	-1
CCN(CC)CCCNc1ccc2ncn3c4ccc(O)cc4c(=O)c1c23	-2	x	-56	80*	-29	-0.6	29	x
CCOc1ccc(NC(=O)CN(C)C(=O)CCCc2nc3ccccc3c(=O)[nH]2)cc1OCC	1	-1	3	1	-4	-1.5	-2	-8
COc1ccc(/C=N/N(C)C2=NCCN2)c(OC)c1OC	0	-2	12	0	6	0.2	4	-7
O=C(NC12CC3CC(CC(C3)C1)C2)c1ccco1	0	14	15	-5	-3	0.4	3	1
COc1ccc(-c2cc3c(=O)n(CC(=O)NCCCN4CCN(Cc5ccccc5)CC4)ncn3n2)cc1	5	5	-130	-4	3	91*	-4	-8
O=C(c1ccc(Cl)cc1)N1CCN(S(=O)(=O)/C=C/c2ccccc2)CC1	1	-3	10	-2	2	0.3	4	4
O=C(CCN1CCCCC1)Nn1c(=S)[nH]c2ccccc2c1=O	0	11	-1	1	-7	-1.8	-6	-5
CC(=O)Cc1nsc(Nc2ccc(Cl)cc2)n1	-1	-15	19	3	-5	0.7	-1	4

Overlap with the part before: two entries; new compounds follow.
SMILES	GRIN3A LBD mod	SENP6 inh	SENP8 block	PfG6PD inh	ATG4B inh	MPTP inh	HKDC1 inh	SENP7 inh
O=C(CCN1CCCCC1)Nn1c(=S)[nH]c2ccccc2c1=O	0	11	-1	1	-7	-1.8	-6	-5
CC(=O)Cc1nsc(Nc2ccc(Cl)cc2)n1	-1	-15	19	3	-5	0.7	-1	4
COCCn1c(=O)[nH]c2cc(C(=O)N3CCN(c4ccc(OC)cc4)CC3)ccc2c1=O	-1	-46	10	-8	0	-1.8	-3	-6
CC(=N[C@@H]1CCCC[C@H]1N=C(C)c1ccccc1O)c1ccccc1O	-8	13	7	0	2	3.1	-6	2
CCOc1cc(-c2noc(CCC(=O)N3CCOCC3)n2)ccc1OC	-1	5	11	3	-2	1.3	-4	3
O=C(COc1ccc2ccccc2c1)NNC(=O)c1cccs1	-1	7	16	-14	-1	0.1	-9	6
COc1ccc(N2CCN(c3nc(C)c(C)c(=O)[nH]3)CC2)cc1	-2	6	16	12	4	-1.5	-1	-4
Cc1cc(C)n(CCC(=O)N/N=C/c2cccc([N+](=O)[O-])c2)n1	1	-20	21	8	0	0.7	4	1
CSc1ccc(S(=O)(=O)NCC(=O)OCC(=O)NCC2CCCO2)cc1[N+](=O)[O-] (configuration not stated)	-1	-4	17	-5	3	-2.2	-4	2
Cc1cccc(C(=O)OCCN2CCOCC2)c1	0	-6	13	-7	-3	-1.9	-4	10
O=C(/C=C\Nc1ccccn1)c1ccc(Cl)cc1	-12	95*	-180	8	8	2.2	-1	8
Cc1cc(C)nc(CCNC(=O)CC2C(=O)NCCN2Cc2ccc(F)cc2Cl)n1 (configuration not stated)	0	6	-46	-3	16	-1.3	-2	-3
COc1ccc([N+](=O)[O-])c(OC)c1C(=O)NC(=O)Nc1c(C)cccc1C	2	-8	17	5	-4	0.0	-1	-4
COc1ccccc1N(C)S(=O)(=O)c1ccc(C)c(C(=O)N2CCCCCC2)c1	1	-8	4	8	-3	-0.1	-2	-1
COC(=O)C1CCN(C2CC(=O)N(c3cc(C)cc(C)c3)C2=O)CC1 (configuration not stated)	0	-2	6	-4	5	-1.9	-6	12
CC(/C=N/Nc1ncc(C)c(=O)[nH]1)=C\c1ccccc1	1	21	-66	13	-3	0.9	-8	-2
COc1ccc(NS(=O)(=O)c2c(C)n(C)c(=O)n(C)c2=O)cc1	0	-6	10	10	-20	-3.6	-6	3
Cc1ccc2cc(C3CC(c4ccco4)=NN3C(=O)CCC(=O)O)c(Cl)nc2c1 (configuration not stated)	-4	6	9	-7	7	4.2	-10	8
Cc1ccc(S(=O)(=O)CNC(=S)c2cccc(Cl)c2)cc1	0	5	13	16	8	77*	1	4

Grouped by structure: the compounds so far with a Cl atom
SMILES	GRIN3A LBD mod	SENP6 inh	SENP8 block	PfG6PD inh	ATG4B inh	MPTP inh	HKDC1 inh	SENP7 inh
N#CCSc1nc(-c2ccccc2)c2cc(Cl)ccc2n1	18*	-7	-456	-2	-5	1.3	-1	0
O=C(CCCOc1ccc(Cl)cc1Cl)Nc1ccc(O)cc1C(=O)O	-2	31	-248	-19	3	0.4	11	6
CCCCCCC(=O)N(O)C1CC(=O)N(c2ccc(Cl)cc2)C1=O (configuration not stated)	2	-15	13	14	-3	5.6	-3	-8
O=C(NCc1ccccc1Cl)c1cccc(NC2=NC3CS(=O)(=O)CC3S2)c1 (configuration not stated)	3	-4	7	-8	-7	-0.1	3	3
O=C(O)CSc1nc(SCc2ccccc2Cl)nc2c1CCCC2	2	-23	12	-36	0	0.8	7	0
O=C(CN1C(=O)CCOc2ccccc21)Nc1ccc(Cl)c(S(=O)(=O)N2CCOCC2)c1	1	10	6	6	-1	-0.8	-1	3
O=C(Nc1ccc(-c2nc3cc(Cl)ccc3c(=O)o2)cc1)c1ccco1	11*	1	-172	-2	4	-0.2	2	3
O=C(c1ccc(Cl)cc1)N1CCN(S(=O)(=O)/C=C/c2ccccc2)CC1	1	-3	10	-2	2	0.3	4	4
CC(=O)Cc1nsc(Nc2ccc(Cl)cc2)n1	-1	-15	19	3	-5	0.7	-1	4
O=C(/C=C\Nc1ccccn1)c1ccc(Cl)cc1	-12	95*	-180	8	8	2.2	-1	8
Cc1cc(C)nc(CCNC(=O)CC2C(=O)NCCN2Cc2ccc(F)cc2Cl)n1 (configuration not stated)	0	6	-46	-3	16	-1.3	-2	-3
Cc1ccc2cc(C3CC(c4ccco4)=NN3C(=O)CCC(=O)O)c(Cl)nc2c1 (configuration not stated)	-4	6	9	-7	7	4.2	-10	8
Cc1ccc(S(=O)(=O)CNC(=S)c2cccc(Cl)c2)cc1	0	5	13	16	8	77*	1	4
